Rac1 wt modul: human Rac1 wildtype GTP binding, inhibitors and activators; P63000; GST-Rac1 beads, fluorescent GTP binding, flow cytometry; actives lie on both sides; 0 = cold GTP competed, 100 = untreated; GTP binding activity (% of control), % at 10 µM; 190,000 compounds, 0.27% hits;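 active means GTP binding activity at least 20 points away from the 100% control level, either lower or higher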
ABCB1 inh: inhibitors of human ABCB1 transporter, ABCG2 counter-screen | P08183 | CCRF-Adr cells, JC-1 efflux, flow cytometry | inhibition, % at 6.6 µM | 190,000 compounds, 0.067% hits | AID 1326; in the data active means inhibition above about 40%;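 further: 0% = vehicle and 100% = reference inhibitor; higher value means more JC-1 retained so stronger ABCB1 efflux block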
Mcl1-Noxa inh: Mcl-1/Noxa interaction inhibition; TR-FRET Mcl-1/Noxa peptide binding, 2 h; AID 1022; inhibition, % at 21.7 µM; 220,000 compounds, 1.5% hits;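 active means compounds that cut the protein-peptide binding signal by more than 50% relative to plate controls in a single-dose test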;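 further: His-tagged Mcl-1 with rhodamine Noxa BH3 peptide and terbium anti-His antibody; 0% = Mcl-1 plus Noxa peptide wells and 100% = peptide-only wells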
Target sequence (Q07820 whole entry, looked up): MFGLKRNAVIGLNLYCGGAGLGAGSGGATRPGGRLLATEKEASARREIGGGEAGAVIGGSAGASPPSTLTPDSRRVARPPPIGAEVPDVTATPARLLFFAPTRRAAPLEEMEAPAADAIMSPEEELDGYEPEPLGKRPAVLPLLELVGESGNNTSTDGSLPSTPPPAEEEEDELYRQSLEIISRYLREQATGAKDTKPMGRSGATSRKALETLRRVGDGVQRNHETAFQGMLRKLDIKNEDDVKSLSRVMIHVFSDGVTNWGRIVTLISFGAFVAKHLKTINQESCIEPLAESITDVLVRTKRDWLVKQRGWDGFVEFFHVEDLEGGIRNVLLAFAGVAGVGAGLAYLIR
Avidin bead fluor: compound fluoresces at 488/530 nm on avidin beads; compound fluorescence 488/530 nm, flow cytometry; hits give high values; fluorescence (KMESF) at 10 µM; 220,000 compounds, 0.38% hits; in the data active means fluorescence above about 47; further: inactives centre near 10
HRas wt GTP: modulators of GTP binding to human HRas wildtype | 190,000 compounds, 0.14% hits | GTP binding activity, % at 10 µM | P01112 | AID 759 | GST-Ras wt beads, Bodipy-FL-GTP binding, flow cytometry; actives lie on both sides;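 active means GTP binding activity at least 20% away from the 100% baseline, either lowered as inhibitor or raised as activator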;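 further: 0% = unlabeled GTP competition control and 100% = no-compound control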
ABCG2 inh: inhibitors of human ABCG2 transporter, ABCB1 counter-screen; Q9UNQ0; IgMXP3 cells, JC-1 efflux, flow cytometry; inhibition, % at 6.6 µM; 190,000 compounds, 0.1% hits;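 active means inhibition above 80%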;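 further: 0% = DMSO and 100% = nicardipine control wells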
Target sequence (Q9UNQ0 whole entry, looked up): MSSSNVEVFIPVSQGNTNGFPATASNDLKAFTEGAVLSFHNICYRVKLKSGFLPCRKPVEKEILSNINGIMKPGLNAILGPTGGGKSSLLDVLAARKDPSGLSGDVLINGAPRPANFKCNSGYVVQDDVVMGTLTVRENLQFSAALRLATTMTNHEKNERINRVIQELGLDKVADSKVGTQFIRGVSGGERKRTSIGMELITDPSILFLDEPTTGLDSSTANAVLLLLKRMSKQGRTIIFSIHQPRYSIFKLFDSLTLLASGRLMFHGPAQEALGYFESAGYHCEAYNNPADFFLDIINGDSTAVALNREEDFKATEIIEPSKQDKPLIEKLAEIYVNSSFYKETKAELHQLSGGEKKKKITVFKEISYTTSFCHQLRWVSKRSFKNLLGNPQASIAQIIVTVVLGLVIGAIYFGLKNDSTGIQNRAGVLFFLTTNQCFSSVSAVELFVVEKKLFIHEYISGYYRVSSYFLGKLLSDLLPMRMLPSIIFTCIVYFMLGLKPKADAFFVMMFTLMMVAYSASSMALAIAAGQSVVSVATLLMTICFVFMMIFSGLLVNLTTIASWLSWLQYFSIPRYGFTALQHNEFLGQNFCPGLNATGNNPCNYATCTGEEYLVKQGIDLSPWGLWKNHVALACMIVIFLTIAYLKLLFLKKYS
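Test system: IgMXP3 (ABCG2) plus far-red-tagged CCRF-Adr (ABCB1) cells. Reagent: JC-1 dye as substrate. Timing: 10 min exposure at 25 °C with rotation, no wash. Measured by: flow cytometric JC-1 green MFI at 530 nm. Read-out: percent efflux inhibition, scaled nicardipine 100% to DMSO 0%. Control set: nicardipine and DMSO wells.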
Rac1 mut GTP: modulators of GTP binding to human Rac1 activated mutant; GST-Rac1 activated beads, fluorescent GTP binding, flow cytometry; actives lie on both sides; 100% means binding = to untreated wells; 190,000 compounds, 0.11% hits; AID 764; percent activity (GTP binding), % at 10 µM;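 active means GTP binding at least 20 percentage points away from the 100% baseline, in either direction, so actives lie on both sides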
Rab2A wt mod: changes GTP binding to wildtype dog Rab2A, up or down. 190,000 compounds, 0.19% hits. P61105. GTP binding activity, % at 10 µM. AID 760. GST-Rab2 wt beads, Bodipy-GTP binding, flow cytometry;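 active means GTP binding activity at least 20 points away from 100%, either lowered or raised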;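 further: 0% = beads with excess unlabeled GTP and 100% = no-compound control corrected for plate trend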
Pf gamet viab: inhibitors of late stage P. falciparum gametocyte viability. P. falciparum stage V gametocytes, ATP luminescence, 24 h. inhibition, % at 10.9 µM. 150,000 compounds, 0.065% hits;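 active means inhibition above the mean plus 3 SD of compounds within the control limits, set per campaign, cut at about 38% in these data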;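 further: 0% = DMSO wells and 100% = medium only without gametocytes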
Rab7 wt modul: alters GTP binding to wildtype dog Rab7; GST-Rab7 beads, fluorescent GTP binding, flow cytometry; actives lie on both sides; untreated = 100%, excess cold GTP = 0%; GTP binding activity (percent of control), % at 10 µM; 190,000 compounds, 0.055% hits; AID 758;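 active means fluorescent GTP binding to Rab7 beads changed by at least 20 points from the 100% baseline, either direction, mostly lower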;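 further: median green fluorescence of bound Bodipy-FL-GTP per Rab7 bead population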
Cdc42 wt: modulators (inhibitors or activators) of GTP binding to human Cdc42 wildtype | AID 761 | percent activity (GTP binding), % at 10 µM | GST-Cdc42 beads, Bodipy-GTP binding, flow cytometry; actives lie on both sides | 190,000 compounds, 0.2% hits;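 active means percent activity GTP binding at least 20 points away from the 100% baseline, either down as inhibitor or up as activator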;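 further: median bead fluorescence of bound Bodipy-FL-GTP at 100 nM; 0% = excess unlabeled GTP control and 100% = no compound control; below 100% means less GTP binding so inhibitor and above means activator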
Active calls of the source: *.

How did COc1cc(OC)cc(C(=O)N(Cc2nc(-c3cccc(C)c3)no2)C(C)C)c1 do in these assays?
Rac1 wt modul: 102.0; ABCB1 inh: 0.9; Mcl1-Noxa inh: 11.2; Avidin bead fluor: 5; HRas wt GTP: 99.0; ABCG2 inh: 4.1; Rac1 mut GTP: 100.0; Rab2A wt mod: 101.0; Pf gamet viab: -57.6; Rab7 wt modul: 100.0; Cdc42 wt: 101.0

Results for CCn1c(Cc2ccccc2)nnc1SCC(=O)Nc1ccc(OC)cc1 ?
Rac1 wt modul: 101.0; ABCB1 inh: -0.8; Mcl1-Noxa inh: -13.2; Avidin bead fluor: 20; HRas wt GTP: 100.0; ABCG2 inh: 3.7; Rac1 mut GTP: 97.0; Rab2A wt mod: 100.0; Rab7 wt modul: 101.0; Cdc42 wt: 100.0

What do the screens show for `CC(C)(C)OC(=O)N/N=C\c1ccc(OC(=O)c2ccco2)cc1`?
Rac1 wt modul: 100.0; ABCB1 inh: 1.0; Mcl1-Noxa inh: 16.5; Avidin bead fluor: 13; HRas wt GTP: 103.0; ABCG2 inh: 2.5; Rac1 mut GTP: 101.0; Rab2A wt mod: 106.0; Pf gamet viab: -3.1; Rab7 wt modul: 105.0; Cdc42 wt: 103.0

How did O=C(COc1cccc(NC(=O)c2cccc([N+](=O)[O-])c2)c1)c1ccc(Br)cc1 do in these assays?
Rac1 wt modul: 107.0; ABCB1 inh: -0.1; Mcl1-Noxa inh: 2.3; Avidin bead fluor: 24; HRas wt GTP: 102.0; ABCG2 inh: 0.2; Rac1 mut GTP: 101.0; Rab2A wt mod: 103.0; Rab7 wt modul: 101.0; Cdc42 wt: 104.0

What do the screens show for `Cc1nnc(SCC(=O)NCc2ccccc2Cl)[nH]c1=O`?
Rac1 wt modul: 99.0; ABCB1 inh: -0.1; Mcl1-Noxa inh: 3.1; Avidin bead fluor: 9; HRas wt GTP: 98.0; ABCG2 inh: -0.9; Rac1 mut GTP: 98.0; Rab2A wt mod: 95.0; Pf gamet viab: 0.3; Rab7 wt modul: 96.0; Cdc42 wt: 99.0

What do the screens show for `Cc1ccc(C(=O)OCC(=O)NCc2cccs2)cc1S(=O)(=O)N1CCOCC1`?
Rac1 wt modul: 101.0; ABCB1 inh: -0.1; Mcl1-Noxa inh: 2.2; Avidin bead fluor: 5; HRas wt GTP: 98.0; ABCG2 inh: 6.6; Rac1 mut GTP: 96.0; Rab2A wt mod: 99.0; Pf gamet viab: -15.9; Rab7 wt modul: 97.0; Cdc42 wt: 101.0

Results for Cc1ccc(C(=O)NC(C)c2ccccc2)o1 (stereo unspecified) ?
Rac1 wt modul: 101.0; ABCB1 inh: 0.0; Mcl1-Noxa inh: 7.0; Avidin bead fluor: 7; HRas wt GTP: 100.0; ABCG2 inh: 5.5; Rac1 mut GTP: 99.0; Rab2A wt mod: 100.0; Pf gamet viab: -22.0; Rab7 wt modul: 93.0; Cdc42 wt: 99.0

What do the screens show for `CCC(Sc1nc(N)cc(=O)[nH]1)C(=O)NC(C(=O)OC)c1ccccc1` (stereo unspecified)?
Rac1 wt modul: 104.0; ABCB1 inh: 0.3; Mcl1-Noxa inh: 17.0; Avidin bead fluor: 29; HRas wt GTP: 101.0; ABCG2 inh: 0.3; Rac1 mut GTP: 99.0; Rab2A wt mod: 101.0; Rab7 wt modul: 101.0; Cdc42 wt: 101.0

What do the screens show for `CC(=O)Nc1ccc(S(=O)(=O)NC(C)C(=O)NCCc2ccc(F)cc2)cc1` (stereo unspecified)?
Rac1 wt modul: 95.0; ABCB1 inh: 0.5; Mcl1-Noxa inh: 24.1; Avidin bead fluor: 12; HRas wt GTP: 95.0; ABCG2 inh: 5.8; Rac1 mut GTP: 94.0; Rab2A wt mod: 97.0; Pf gamet viab: -9.0; Rab7 wt modul: 97.0; Cdc42 wt: 97.0

How did O=C(CN1C(=O)NC2(CCOc3ccccc32)C1=O)Nc1ccc(F)c(F)c1F (stereo unspecified) do in these assays?
Rac1 wt modul: 97.0; ABCB1 inh: 0.7; Mcl1-Noxa inh: -0.5; Avidin bead fluor: 10; HRas wt GTP: 96.0; ABCG2 inh: 1.4; Rac1 mut GTP: 94.0; Rab2A wt mod: 94.0; Pf gamet viab: -0.5; Rab7 wt modul: 95.0; Cdc42 wt: 95.0

What do the screens show for `CCCN(CC(=O)Nc1ccc(Cl)cc1Cl)Cc1cc(=O)n2ccsc2n1`?
Rac1 wt modul: 99.0; ABCB1 inh: 1.5; Mcl1-Noxa inh: -2.3; Avidin bead fluor: 10; HRas wt GTP: 97.0; ABCG2 inh: 1.0; Rac1 mut GTP: 96.0; Rab2A wt mod: 98.0; Pf gamet viab: -6.8; Rab7 wt modul: 104.0; Cdc42 wt: 93.0

Results for O=C(CCSc1nnc(-c2ccco2)o1)Nc1ccccc1 ?
Rac1 wt modul: 89.0; ABCB1 inh: 0.2; Avidin bead fluor: 11; HRas wt GTP: 92.0; ABCG2 inh: 6.1; Rac1 mut GTP: 91.0; Rab2A wt mod: 91.0; Rab7 wt modul: 92.0; Cdc42 wt: 93.0

How did Cc1cccn2cc(-c3ccc(F)cc3)cc12 do in these assays?
Rac1 wt modul: 99.0; ABCB1 inh: 0.2; Mcl1-Noxa inh: 15.5; Avidin bead fluor: 3; HRas wt GTP: 100.0; ABCG2 inh: 0.9; Rac1 mut GTP: 96.0; Rab2A wt mod: 100.0; Pf gamet viab: 21.8; Rab7 wt modul: 106.0; Cdc42 wt: 97.0

Results for Fc1cccc(F)c1-n1c(CN2CCCC2)csc1=S ?
Rac1 wt modul: 97.0; ABCB1 inh: 0.0; Mcl1-Noxa inh: 8.5; Avidin bead fluor: 18; HRas wt GTP: 95.0; ABCG2 inh: 0.0; Rac1 mut GTP: 95.0; Rab2A wt mod: 95.0; Pf gamet viab: -6.3; Rab7 wt modul: 99.0; Cdc42 wt: 96.0

Results for C=C(C)CN(CC)c1nc(N)c(C#N)c(CC#N)c1C#N ?
Rac1 wt modul: 103.0; ABCB1 inh: 0.1; Mcl1-Noxa inh: -3.2; Avidin bead fluor: 31; HRas wt GTP: 100.0; ABCG2 inh: 6.8; Rac1 mut GTP: 99.0; Rab2A wt mod: 99.0; Pf gamet viab: -9.5; Rab7 wt modul: 98.0; Cdc42 wt: 99.0

How did COc1ccc(CN(C(=O)c2ccco2)C2CC(C)N(C)CC2C)cc1 (stereo unspecified) do in these assays?
Rac1 wt modul: 99.0; ABCB1 inh: 0.5; Mcl1-Noxa inh: 6.3; HRas wt GTP: 101.0; ABCG2 inh: 1.3; Rac1 mut GTP: 95.0; Rab2A wt mod: 100.0; Pf gamet viab: 1.6; Rab7 wt modul: 98.0; Cdc42 wt: 100.0

How did Cc1cccc(S(=O)(=O)N2CN(Cc3ccco3)c3nc4ccccc4nc32)c1 do in these assays?
Rac1 wt modul: 103.0; ABCB1 inh: 1.2; Mcl1-Noxa inh: -0.4; Avidin bead fluor: 10; HRas wt GTP: 105.0; ABCG2 inh: 2.1; Rac1 mut GTP: 101.0; Rab2A wt mod: 103.0; Rab7 wt modul: 108.0; Cdc42 wt: 105.0

What do the screens show for `COCc1nnc(NC(=O)c2cc(Cl)ccc2OC)s1`?
Rac1 wt modul: 95.0; ABCB1 inh: 0.5; Mcl1-Noxa inh: 16.3; Avidin bead fluor: 11; HRas wt GTP: 95.0; ABCG2 inh: 8.5; Rac1 mut GTP: 94.0; Rab2A wt mod: 95.0; Rab7 wt modul: 99.0; Cdc42 wt: 91.0

How did CC(C)c1nnc(NC(=O)CCC(=O)NC2CCCCCCC2)s1 do in these assays?
Rac1 wt modul: 104.0; ABCB1 inh: 0.7; Mcl1-Noxa inh: -10.0; Avidin bead fluor: 44; HRas wt GTP: 102.0; ABCG2 inh: 2.6; Rac1 mut GTP: 100.0; Rab2A wt mod: 102.0; Pf gamet viab: -4.6; Rab7 wt modul: 102.0; Cdc42 wt: 103.0

Results for CC(C)N(C(=O)COC(=O)c1ccc(O)cc1)C(C)C ?
Rac1 wt modul: 95.0; ABCB1 inh: 0.1; Mcl1-Noxa inh: 21.3; Avidin bead fluor: 12; HRas wt GTP: 98.0; ABCG2 inh: 1.7; Rac1 mut GTP: 94.0; Rab2A wt mod: 95.0; Pf gamet viab: -8.3; Rab7 wt modul: 93.0; Cdc42 wt: 101.0

Results for COc1ccc(OC)c(S(=O)(=O)Nc2cc(Cl)cc(Cl)c2)c1 ?
Rac1 wt modul: 103.0; ABCB1 inh: 6.5; Mcl1-Noxa inh: -3.2; Avidin bead fluor: 11; HRas wt GTP: 99.0; ABCG2 inh: -0.3; Rac1 mut GTP: 99.0; Rab2A wt mod: 99.0; Pf gamet viab: -10.2; Rab7 wt modul: 98.0; Cdc42 wt: 98.0

Results for C/C(=N\NC(=O)CSCc1ccc([N+](=O)[O-])cc1)c1cccc(Br)c1 ?
Rac1 wt modul: 106.0; ABCB1 inh: -0.4; Mcl1-Noxa inh: -6.6; Avidin bead fluor: 4; HRas wt GTP: 97.0; ABCG2 inh: -0.2; Rac1 mut GTP: 94.0; Rab2A wt mod: 95.0; Rab7 wt modul: 97.0; Cdc42 wt: 101.0

How did Cc1cc(C)cc(N(CC(=O)NC2CC3CCC2C3)S(C)(=O)=O)c1 (stereo unspecified) do in these assays?
Rac1 wt modul: 94.0; ABCB1 inh: 1.2; Mcl1-Noxa inh: 12.1; Avidin bead fluor: 14; HRas wt GTP: 93.0; ABCG2 inh: 4.2; Rac1 mut GTP: 95.0; Rab2A wt mod: 94.0; Pf gamet viab: -3.6; Rab7 wt modul: 89.0; Cdc42 wt: 94.0

What do the screens show for `COC(=O)c1cc(NCc2ccc3c(c2)OCO3)ccc1N1CCOCC1`?
Rac1 wt modul: 104.0; ABCB1 inh: 0.6; Mcl1-Noxa inh: 28.2; Avidin bead fluor: 8; HRas wt GTP: 102.0; ABCG2 inh: 1.2; Rac1 mut GTP: 102.0; Rab2A wt mod: 100.0; Pf gamet viab: 1.9; Rab7 wt modul: 98.0; Cdc42 wt: 103.0

How did O=C(CN1CCN(Cc2cccc(Cl)c2)C1=O)NCC1CCCO1 (stereo unspecified) do in these assays?
Rac1 wt modul: 103.0; ABCB1 inh: 0.4; Mcl1-Noxa inh: -2.3; Avidin bead fluor: 6; HRas wt GTP: 98.0; ABCG2 inh: 1.4; Rac1 mut GTP: 96.0; Rab2A wt mod: 98.0; Rab7 wt modul: 97.0; Cdc42 wt: 99.0

How did O=C1CN(C(=O)COC(=O)c2ccc[n+]([O-])c2)c2ccccc2N1 do in these assays?
Rac1 wt modul: 93.0; ABCB1 inh: 0.1; Mcl1-Noxa inh: -4.4; Avidin bead fluor: 21; HRas wt GTP: 92.0; ABCG2 inh: 0.6; Rac1 mut GTP: 93.0; Rab2A wt mod: 95.0; Pf gamet viab: 25.4; Rab7 wt modul: 98.0; Cdc42 wt: 95.0

Source: PubChem (several laboratories)
